Fam108B inh: mouse Fam108B serine hydrolase inhibitors, primary screen, counter-screen for RBBP9 inhibitor project, biochemical, fluorescence polarization; recombinant Fam108B, FP-Rh probe fluorescence polarization; inhibition, % at 9.51 µM; actives 0.33% (n = 300,000);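 active = inhibition above the screen mean inhibition plus 3 SD, computed separately per campaign, cut at about 18% in these data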;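 note: inhibitors lower polarization as less probe binds the enzyme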
LYPLA1 inh: LYPLA1 inhibitors, primary screen, counter-screen for PME1 inhibitor project, biochemical, fluorescence polarization, FP-Rh probe ABPP; Acyl-protein thioesterase 1 (Homo sapiens), O75608; recombinant LYPLA1; inhibition, % at 5.9 µM; actives 0.16% (n = 320,000);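 active = inhibition above the mean of all tested compounds plus 3 SD, set per campaign, cut at about 14% in these data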;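 note: inhibitors block serine hydrolase probe labeling of LYPLA1 so polarization falls; 0% = enzyme with DMSO and 100% = wells lacking LYPLA1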
PAFAH1B2 FP inh: PAFAH1B2 enzyme inhibitors, primary screen, biochemical, fluorescence polarization, human. actives 1.2% (n = 340,000). inhibition, % at 3.39 µM. Platelet-activating factor acetylhydrolase IB subunit alpha2 (Homo sapiens), P68402. recombinant PAFAH1B2, FP-rhodamine activity probe;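 active = inhibition above the mean of all tested compounds plus 3 SD, cut at about 24% in these data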;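 note: 0% = enzyme with DMSO and 100% = wells lacking PAFAH1B2; many of its hits are not listed in these tables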
Target sequence (P68402 whole entry, looked up): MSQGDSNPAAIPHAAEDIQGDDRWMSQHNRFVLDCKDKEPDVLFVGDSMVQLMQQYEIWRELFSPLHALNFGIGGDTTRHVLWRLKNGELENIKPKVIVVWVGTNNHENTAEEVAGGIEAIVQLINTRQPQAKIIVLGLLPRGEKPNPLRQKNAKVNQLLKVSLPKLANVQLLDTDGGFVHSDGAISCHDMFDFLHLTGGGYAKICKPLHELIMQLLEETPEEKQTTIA
PAFAH1B3 FP inh: PAFAH1B3 enzyme inhibitors, primary screen, biochemical, fluorescence polarization, human | Platelet-activating factor acetylhydrolase IB subunit alpha1 (Homo sapiens), Q15102 | recombinant PAFAH1B3, FP-rhodamine probe | inhibition, % at 3.39 µM | actives 0.28% (n = 340,000);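 active = inhibition above the screen-wide average of all tested compounds plus 3 SD, cut at about 25% in these data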;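 note: 0% = enzyme with DMSO only and 100% = wells lacking PAFAH1B3 protein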
PAFAH2 inh: PAFAH2 enzyme inhibitors, primary screen, biochemical, fluorescence polarization, human. Platelet-activating factor acetylhydrolase 2, cytoplasmic (Homo sapiens), Q99487. recombinant PAFAH2, FP-rhodamine activity probe. inhibition, % at 3.39 µM. actives 0.99% (n = 340,000). AID 492956, 2010;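 active = inhibition above the mean over all tested compounds plus 3 SD, cut at about 30% in these data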;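 note: inhibitors block probe labeling of enzyme so polarization drops; 0% = enzyme with DMSO and 100% = wells lacking PAFAH2 protein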
pPAFAH inh: pPAFAH enzyme inhibitors, primary screen, biochemical, fluorescence polarization, human; Platelet-activating factor acetylhydrolase (Homo sapiens), Q13093; recombinant pPAFAH, FP-rhodamine probe fluorescence polarization; inhibition, % at 3.39 µM; actives 1.5% (n = 330,000); AID 463082, 2010;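 active = inhibition above the mean inhibition across the screen plus 3 SD, cut at about 25% in these data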;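 note: inhibitors block binding of the rhodamine activity-based probe so polarization drops; 0% = enzyme with DMSO and 100% = wells lacking pPAFAH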
Target sequence (Q13093 whole entry, looked up): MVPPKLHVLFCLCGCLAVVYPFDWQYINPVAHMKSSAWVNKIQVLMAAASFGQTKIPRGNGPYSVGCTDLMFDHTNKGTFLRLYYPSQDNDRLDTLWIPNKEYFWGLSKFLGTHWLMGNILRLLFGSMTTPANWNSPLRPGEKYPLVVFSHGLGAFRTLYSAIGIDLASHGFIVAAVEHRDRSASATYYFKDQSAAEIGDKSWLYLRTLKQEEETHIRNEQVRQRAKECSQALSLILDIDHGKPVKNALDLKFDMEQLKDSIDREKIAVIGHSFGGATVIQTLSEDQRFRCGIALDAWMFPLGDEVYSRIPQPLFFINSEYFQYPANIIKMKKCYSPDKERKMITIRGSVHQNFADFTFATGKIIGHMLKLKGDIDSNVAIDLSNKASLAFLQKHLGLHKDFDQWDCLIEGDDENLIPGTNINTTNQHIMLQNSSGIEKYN
PME-1 primary: PME-1 inhibitors via competitive probe labeling, primary screen, biochemical, fluorescence polarization, FP-Rh probe, HTS; recombinant PME-1; inhibition, % at 5.9 µM; Protein phosphatase methylesterase 1 (Homo sapiens), Q9Y570; actives 0.53% (n = 320,000);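 active = inhibition above the campaign mean of all compounds plus 3 SD, cut at about 26% in these data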;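 note: competitive labeling of PME-1 active site by serine hydrolase directed probe; 0% = PME-1 with DMSO and 100% = wells lacking PME-1 enzyme; inhibitors block probe labeling so polarization falls and inhibition rises; many of its hits are not listed in these tables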
PAD4 FP inh: human PAD4 inhibitors, primary screen, biochemical, fluorescence polarization, 1536-well format. inhibition, % at 6.36 µM. recombinant PAD4, RCA probe fluorescence polarization. AID 485272, 2010. Protein-arginine deiminase type-4 (Homo sapiens), Q9UM07. actives 0.41% (n = 330,000);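 active = percent inhibition above a cutoff equal to the mean of all tested compounds plus 3 SD, cut at about 15% in these data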;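 note: 0% = PAD4 with RCA probe and DMSO and 100% = probe without PAD4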
GSTO1 inh: inhibitors of recombinant GSTO1, primary screen, counter-screen for RBBP9 inhibitor project, biochemical, fluorescence polarization; inhibition, % at 5.96 µM; activity-based probe fluorescence polarization; AID 1974, 2009; Glutathione S-transferase omega-1 (Homo sapiens), P78417; actives 1.1% (n = 300,000);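 active = inhibition above the campaign mean inhibition plus 3 SD, cut at about 35% in these data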;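 note: 0% = GSTO1-1 with DMSO and 100% = wells lacking GSTO1-1 enzyme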
Target sequence (P78417 whole entry, looked up): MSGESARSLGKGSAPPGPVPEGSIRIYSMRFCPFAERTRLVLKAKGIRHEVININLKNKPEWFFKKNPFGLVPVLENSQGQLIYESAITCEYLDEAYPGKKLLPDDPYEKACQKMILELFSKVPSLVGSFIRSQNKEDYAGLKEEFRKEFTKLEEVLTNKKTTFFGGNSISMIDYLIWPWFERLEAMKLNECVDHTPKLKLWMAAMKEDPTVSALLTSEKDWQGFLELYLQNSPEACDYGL
An asterisk follows results filed as active; / = no result given; & = joins results of further samples; ! = not confirmed by another sample. The list is partial; count on the stated rates, not on these rows.

SMILES	Fam108B inh	LYPLA1 inh	PAFAH1B2 FP inh	PAFAH1B3 FP inh	PAFAH2 inh	pPAFAH inh	PME-1 primary	PAD4 FP inh	GSTO1 inh
CCOC(=O)C1CCN(c2c(C(=O)c3ccccc3)cnc3ccc(Cl)cc23)CC1	-0.7	-3.5	1.0	2.9	-6.7	-5.8	-1.6	1.4	1.1
COc1ccc(S(=O)(=O)N(C(=O)c2ccncc2)c2ccc3oc4c(c3c2)CCCC4)cc1	-7.0	-4.2	-6.0	1.5	-8.5	4.8	-5.1	1.2	3.4
CC(C)(C)NC(=O)CN(CC1CCCO1)C(=O)CNS(=O)(=O)c1ccc(F)cc1 (stereo not drawn)	-1.4	-6.3	6.5	-1.3	4.5	-1.2	-2.3	-2.8	1.3
CCC[C@@H]1CCCC/C=C\CCCC(=O)OCCN1C(=O)OC(C)(C)C	/	-1.3	8.4	1.8	-5.2	-4.8	-2.6	3.7	/
O=C(OCC(=O)N1CCc2ccccc21)c1ccccn1	-0.6	0.3	1.2	10.9	8.8	6.0	-3.2	1.0	3.5
CS(=O)(=O)c1cnc2c(-c3ccsc3)cnn2c1N	1.2	0.8	1.4	0.6	2.1	2.8	5.6	3.3	9.4
Cc1cccnc1NC(=O)CNC(=O)C12CC3CC(CC(C3)C1)C2	0.2	1.6	6.8	2.6	3.8	3.0	5.3	-0.3	3.2
COc1ccc(N2C(=O)C3CCCN3C2c2ccccc2OC)cc1 (stereo not drawn)	2.7	2.5	-0.7	8.7	-4.3	3.7	-7.8	-4.7	2.1
COc1ccc(Cn2c(=O)oc3ccccc32)cc1F	3.5	-3.7	2.0	5.3	-0.5	0.8	0.1	-3.6	8.7
O=C(CSc1nnc(Cc2ccccc2)o1)Nc1ccc(N2CCOCC2)cc1	/	/	3.8	11.4	11.7	1.6	/	3.7	/
CN(CC(=O)Nc1nc2ccccc2s1)S(=O)(=O)c1ccc(Br)cc1	5.9	-4.5	4.9	-5.6	-9.9	2.7	-7.8	-2.9	2.1
CCOC(=O)N=S(N)(=O)c1ccc(Cl)cc1 (stereo not drawn)	-1.9	0.5	6.7	-1.6	4.0	-1.0	-6.7	2.8	2.6
N#Cc1nc(Cl)c(Cl)c(NN)c1Cl	-0.1	-2.3	-1.9	10.6	0.9	-3.4	5.9	3.0	-1.4
Cc1ccc(N=c2c([N+](=O)[O-])nn(-c3ccc(Cl)cc3)n2O)cc1C	5.7	-1.2	1.5	5.2	3.6	5.1	4.9	0.1	1.8
Nc1cccc(Nc2nc(OC(C(F)(F)F)C(F)(F)F)nc(OC(C(F)(F)F)C(F)(F)F)n2)c1	2.6	1.6	10.1	14.7	2.8	19.5	5.6	4.4	6.5
O=C(CN(Cc1ccccc1)C(=O)CCC(=O)Nc1ccccn1)NCc1ccc(F)cc1	7.0	1.3	2.6	2.0	11.7	9.8	6.2	-1.5	3.2
CCOC(=O)N(C)c1ccc(C(O)(C(F)(F)F)C(F)(F)F)cc1	5.2	-1.4	4.7	11.5	2.0	1.5	-2.2	-4.4	-1.1
C/C(N)=C(/C#N)C(=O)COC(=O)CCSc1ccccc1	-2.0	-1.3	26.5*!	2.5&9.0	12.5&4.9	7.8	6.8	-3.5	-1.1
CCN(CC)S(=O)(=O)c1ccc(OC)c(NC(=O)c2cccs2)c1	1.3	0.8	0.3	4.5	7.3	1.4	1.4	-0.4	-0.2
Cc1cccc(Nc2c(-c3ccc(N4CCOCC4)cc3)nc3ncccn23)c1	1.1	3.2	1.9	3.1	6.9	3.8	-0.4	-5.8	4.7
Cc1ccc(C(=O)NCCN(C)C)cc1C	0.2	-0.3	2.5	-1.9	-9.9	1.4	2.2	-2.5	2.2
CCCn1nnnc1NCc1ccc(N2CCCC2)cc1	0.6	0.2	-1.4	8.2	6.0	6.5	0.4	-10.8	-4.5
CCCCCn1c(CCC(=O)Oc2ccccc2OC)nc2c1c(=O)[nH]c(=O)n2CCCC	2.3	-2.6	-3.5	-0.9	-0.7	5.2	-4.7	1.1	1.3
COc1ccc(C2(CNC(=O)c3ccccc3)CCCC2)cc1OC	-0.7	2.6	2.8	8.5	-5.3	4.1	-1.6	-1.7	2.8
CCOc1ccccc1NC(=O)Nc1ccc(CC#N)cc1	1.1	-2.2	0.8	1.5	-3.7	8.3	-4.5	0.6	6.8
SMILES	Fam108B inh	LYPLA1 inh	PAFAH1B2 FP inh	PAFAH1B3 FP inh	PAFAH2 inh	pPAFAH inh	PME-1 primary	PAD4 FP inh	GSTO1 inh
CCCn1c(N)c(N2CCCCC2)c(=O)n(CC(=O)Nc2ccc(C(C)=O)cc2)c1=O	/	/	3.8	5.6	6.3	-3.0	/	-0.8	/
CCOC(=O)c1[nH]c2ccc(OC)cc2c1NC(=S)N1CCN(c2cccc(C)c2C)CC1	1.4	-7.8	-1.1	-3.4	23.5	9.6	5.0	-0.5	2.6
Cc1cccc(C)c1NC(=O)CSc1nnc(C)c(=O)[nH]1	-2.2	2.3	-2.8	-0.6	-3.2	0.6	2.0	0.8	1.9
CN(C)S(=O)(=O)c1ccc(N2CCCC2)c(C(=O)Nc2ccccc2OC(F)F)c1	0.3	-3.7	3.1	7.9	-0.2	12.6	6.2	-0.5	-2.5
COc1cc(C(=O)Oc2ccccc2/C=N/NC(=O)c2ccc(Cl)cc2)cc(OC)c1OC	-22.3	-24.5	-4.8	14.2	-29.7	-1.2	-10.4	-0.1	-4.3
CCCn1c(=O)c(C(=O)Nc2ncccc2C)c(O)c2ccccc21	-0.4	3.0	6.9	12.2	-1.1	0.4	2.4	1.6	1.6
CCOC(=O)N1CCN(C2CC(=O)N(c3ccc(Cl)c(Cl)c3)C2=O)CC1 (stereo not drawn)	0.4	1.3	0.7	2.1	9.8	6.1	-3.1	4.0	2.3
O=C(Cn1cnc2c(nnn2-c2ccc(F)cc2)c1=O)N1CCCc2ccccc21	0.1	-3.1	-0.7	6.2	-0.5	4.0	-6.8	2.2	-0.9
N=C(N)SCc1cccc2ccccc12	2.5	0.1	-3.6	13.8	1.9	5.1	2.5	0.6	10.7
CCOC(=O)CCS(=O)(=O)c1ccc(-c2ccc(S(=O)(=O)CCC(=O)OCC)cc2)cc1	0.3	1.0	3.3	15.0	-0.6	0.7	1.6	0.9	8.6
c1ccc(CNc2ncnc3c2ncn3C2CCCCO2)cc1 (stereo not drawn)	1.2	-1.4	-0.5	-1.9	-2.5	0.4	0.3	-1.9	3.8
CCCC(=O)N1c2ccccc2C(N(C(C)=O)c2ccccc2)CC1C (stereo not drawn)	0.8	-1.6	-2.5	5.3	-1.8	4.3	4.2	3.6	6.6
CC(=O)c1cccc(NC(=O)C2=CC(c3ccco3)=NS(=O)(=O)N2C)c1	-0.1	-2.2	-1.2	7.8	-0.4	6.0	0.3	-2.9	-5.5
CC(=O)/C(=C/Nc1ccc(Oc2ccccc2)cc1)c1ccccc1	-1.1	-0.2	4.9	3.5	10.0	8.5	2.1	-4.8	2.7
CS(=O)(=O)c1ccc(N2CCN(S(=O)(=O)c3cccs3)CC2)c([N+](=O)[O-])c1	/	2.6	10.2	4.3	3.8	-7.2	2.5	0.9	/
CCOc1ccc(CCNC(=O)C2CCN(c3nn4c(=O)cc(C)nc4s3)CC2)cc1	1.8	0.7	2.5	13.2	2.9	5.4	2.7	-1.4	-1.4
CC1CCN(C(=O)C2CCC(CNS(=O)(=O)c3cccc4cccnc34)CC2)CC1 (stereo not drawn)	-3.0	1.1	4.3	5.8	-3.9	-6.9	-4.2	-8.8	-2.0
Cc1cccc(NC(=O)CN2C(=O)CSC2=O)c1	0.1	-0.8	2.4	5.4	3.6	2.5	-1.0	-5.9	5.8
CC(C)(C)NC(=O)NC(=O)CN1CCCCCCC1	-7.1	-3.0	3.6	-9.4	4.0	-8.4	-1.5	-4.1	-14.5
COc1ccc(S(=O)(=O)N/N=C\c2ccc3c(c2)OCO3)cc1	1.9	-2.5	5.8	0.9	-0.4	8.8	-0.5	-3.2	7.9
Cc1ccc(-n2nnnc2Sc2nc([N+](=O)[O-])nn2C)c(C)c1	-3.5	7.0	6.1	1.5	4.1	2.8	5.1	3.4	3.4
CCC(C)c1ccc(NC(=O)c2cccs2)cc1 (stereo not drawn)	-6.3	-5.8	1.5	-2.8	2.4	-9.9	-9.5	-4.7	-6.9
CC(=O)Nc1ccccc1Oc1ccccc1	-1.4	-0.3	-0.4	3.5	-0.3	6.4	-3.0	-0.6	-1.4
COCP(=O)(c1ccccc1)c1ccccc1	-1.4	2.6	10.5	7.9	-6.4	2.2	-5.0	3.8	4.7
COc1ccc(CN2CCN(CCCc3ccccc3)C(CCO)C2)cc1OC (stereo not drawn)	0.3	1.0	7.0	0.7	6.2	-2.0	-1.3	-0.4	-2.6
SMILES	Fam108B inh	LYPLA1 inh	PAFAH1B2 FP inh	PAFAH1B3 FP inh	PAFAH2 inh	pPAFAH inh	PME-1 primary	PAD4 FP inh	GSTO1 inh
CC(=O)c1ccc(N2CCN(S(=O)(=O)c3ccc4c5c3CC(=O)N5CC(C)S4)CC2)cc1 (stereo not drawn)	5.1	-1.7	2.0	6.0	-3.5	2.2	3.3	-0.6	14.2
COc1ccc(-n2nc3c(c2NC(C)=O)CS(=O)(=O)C3)cc1	-2.6	-0.7	-2.7	3.2	-2.3	3.2	-1.0	1.2	1.7
O=C(c1ccccc1F)N(Cc1cccs1)C1CCS(=O)(=O)C1 (stereo not drawn)	1.4	-5.5	-2.4	5.2	-0.8	4.2	0.4	3.5	4.5
O=C(CSc1nnc2ccccn12)N1CCc2ccccc2C1	-2.0	2.5	8.3	4.2	5.1	3.3	1.1	-2.7	12.3
O=C(C(=O)N1CCOCC1)c1cn(CC(=O)N2CCCCC2)c2ccccc12	2.9	2.0	-0.4	6.9	4.4	-2.3	-5.0	-5.6	0.9
CSc1ccc(CN2CCN(Cc3ccccc3)C(CCO)C2)cc1 (stereo not drawn)	-0.8	-1.4	-1.8	-2.2	-1.8	7.8	0.7	-5.5	5.7
O=c1c2cc(F)ccc2[nH]c(=S)n1Cc1ccc(F)cc1	2.9	-2.2	8.1	-1.2	4.9	5.4	-6.7	-3.1	14.1
O=C(NC1CCN(Cc2ccccc2)CC1)c1cn(-c2ccccc2)nc1-c1cccnc1	-1.0	0.1	-3.5	5.7	5.4	3.5	-7.1	-5.7	2.6
O=C(N/N=C/c1ccco1)c1cccc(N2CCCC2=O)c1	2.2	-3.0	-2.7	4.7	-3.7	1.8	-2.7	0.7	-0.5
COC(=O)C1=C(C)N(Cc2ccccc2)C(=NCc2cccc(Cl)c2)N[C@H]1c1ccccc1	/	/	5.8	4.2	3.0	-3.0	/	1.5	/

Source: PubChem (The Scripps Research Institute Molecular Screening Center)
